BoNT-F LC inh – BoNT/F light chain protease inhibitors, primary screen, biochemical, flow cytometry, MLPCN library; inhibition, % at 10 µM; AID 588497, 2011; Multiplex microsphere protease cleavage assay; 0.22% of 360,000 active; in the data active means inhibition above about 35%, passing the limit was not always enough; inconclusive means no clear call, values can overlap the other calls; further: plate controls were buffer without enzyme for full effect and enzyme alone for no effect
SARS 3CLpro inh – SARS-CoV 3CLpro protease inhibitors, primary screen, biochemical, quenched FRET. 0.14% of 290,000 active. recombinant SARS-CoV 3CLpro, quenched FRET peptide cleavage. inhibition, % at 6 µM; in the data active means inhibition above about 12%
Rv3671c protease – Rv3671c serine protease inhibitors, primary screen, biochemical, fluorescence polarization, M. tuberculosis H37Rv; 0.048% of 320,000 active; P9WHR9; inhibition, % at 5.96 µM; AID 2606, 2010; in the data active means inhibition above about 38%;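 further: extracellular domain of Rv3671c used as enzyme; 0% = enzyme with DMSO and 100% = no enzyme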
Target sequence (P9WHR9 whole entry, looked up, the tested form may be a part): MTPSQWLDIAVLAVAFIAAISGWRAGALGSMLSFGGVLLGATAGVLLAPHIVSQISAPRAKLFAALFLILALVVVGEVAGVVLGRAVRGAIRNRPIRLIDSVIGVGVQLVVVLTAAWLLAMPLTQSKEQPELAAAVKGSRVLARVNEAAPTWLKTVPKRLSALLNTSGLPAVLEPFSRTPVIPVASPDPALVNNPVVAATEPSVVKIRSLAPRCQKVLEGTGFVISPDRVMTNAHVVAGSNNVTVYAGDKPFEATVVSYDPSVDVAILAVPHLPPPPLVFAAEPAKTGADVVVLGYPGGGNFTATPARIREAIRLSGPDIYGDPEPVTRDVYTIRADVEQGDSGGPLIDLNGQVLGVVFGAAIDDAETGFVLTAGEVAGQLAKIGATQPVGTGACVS
VHR inh abs – VHR1 phosphatase inhibitors, primary screen, biochemical, absorbance, uHTS; Dual specificity protein phosphatase 3 (Homo sapiens), P51452; recombinant VHR phosphatase, pNPP absorbance; inhibition, % at 13.3 µM; 0.52% of 290,000 active; in the data active means inhibition above about 50%; further: some compounds called inactive have numbers as strong as hits
Target sequence (P51452 whole entry, looked up): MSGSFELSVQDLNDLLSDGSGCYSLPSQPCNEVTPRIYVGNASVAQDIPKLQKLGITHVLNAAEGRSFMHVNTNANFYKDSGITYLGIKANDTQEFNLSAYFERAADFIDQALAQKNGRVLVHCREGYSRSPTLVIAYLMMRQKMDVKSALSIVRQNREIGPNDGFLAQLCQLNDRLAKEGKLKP
MazF activator – activators of E. coli MazEF toxin-antitoxin RNase, primary screen, biochemical, fluorescence, uHTS; AID 504720, 2011; 0.32% of 350,000 active; activation, % at 20 µM; Endoribonuclease toxin MazF (Escherichia coli (strain K12)), P0AE70; FAM/BHQ RNA-DNA oligo cleavage fluorescence, 5 h; in the data active means activation above about 50%
Target sequence (P0AE70 whole entry, looked up): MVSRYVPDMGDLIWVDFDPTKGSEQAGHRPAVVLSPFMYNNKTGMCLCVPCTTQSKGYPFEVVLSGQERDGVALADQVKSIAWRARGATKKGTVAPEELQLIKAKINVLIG
Anthrax LF inh2 – Bacillus anthracis LF protease inhibitors, primary screen, biochemical, multiplex microsphere, MLPCN library. Lethal factor (Bacillus anthracis), P15917. multiplex microsphere protease cleavage assay. inhibition, % at 10 µM. 0.12% of 360,000 active. AID 588501, 2011; further: plate controls were buffer without enzyme for full effect and enzyme alone for no effect
SSB-PriA inh – inhibitors of Klebsiella pneumoniae PriA binding to SSB C-terminal tail, primary screen, biochemical, AlphaScreen; PriA–SSB C-terminal tail interaction (Klebsiella pneumoniae); AlphaScreen SSBct-PriA binding, biotinylated peptide; inhibition, % at 33 µM; 0.6% of 430,000 active; in the data active means inhibition mostly above about 37%, no sharp cut-off; inactive means mostly below about 20%;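 further: plate controls were negative control peptide for no effect and reference peptide for full effect; strong numbers were not always called active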
PrPC surface inh – inhibitors of human cell surface prion protein PrPC, primary screen, cell-based, TR-FRET. Major prion protein (Homo sapiens), P04156. TR-FRET read-out. inhibition, % at 13.8 µM. 0.43% of 370,000 active. AID 720596, 2013; in the data active means inhibition above about 24%; further: 0% = median of the test wells and 100% = reference compound wells
CCHF vOTU inh – CCHFV vOTU protease inhibitors, primary screen, biochemical, Pep-AMC substrate, fluorescence. Crimean-Congo hemorrhagic fever virus L polyprotein viral ovarian tumor (vOTU) protease …. inhibition, % at 11.5 µM. 0.55% of 370,000 active. AID 651958, 2012; in the data active means inhibition above about 30%; further: 0% = vehicle wells with enzyme and 100% = no enzyme wells
BoNT-A LC inh2 – BoNT/A light chain protease inhibitors, primary screen, biochemical, flow cytometry, MLPCN library. multiplex microsphere protease substrate cleavage. inhibition, % at 10 µM. 0.17% of 360,000 active. AID 588499, 2011; further: plate controls were buffer without enzyme for full effect and enzyme alone for no effect
Numbers without * were called inactive; ? = inconclusive; . = not tested or not shown. Unless noted, no stated cut-off is given here; in the data, active means inhibition above about 30%; inconclusive means no clear call, values can overlap the other calls; inactive means below that. A portion of the library; count on the stated rates, not on these rows.

SMILES | BoNT-F LC inh | SARS 3CLpro inh | Rv3671c protease | VHR inh abs | MazF activator | Anthrax LF inh2 | SSB-PriA inh | PrPC surface inh | CCHF vOTU inh | BoNT-A LC inh2
Cc1ccc(C2(c3noc(CN(C)Cc4ccccn4)n3)CCCC2)cc1 | 5.4 | 0.5 | 2.4 | 26.3 | 3.3 | 1.3 | -22.5 | 8.1 | 15.0 | -1.3
CS(=O)(=O)c1nc(-c2ccccc2)c(-c2ccccc2)[nH]1 | 3.2 | 2.9 | 10.1 | -1.5 | -0.1 | 1.1 | -9.4 | -2.7 | -7.2 | -0.1
Cc1nn(-c2ccccc2)c(Cl)c1/C=C1\SC(=S)N(C)C1=O | 3.2 | 1.0 | -2.4 | 0.1 | -8.0 | 0.7 | 8.5 | 2.9 | 13.3 | 0.2
COc1cc(NC(=O)COc2ccc(C)c(C)c2)ccc1NC(=O)c1ccco1 | 3.0 | -1.5 | -13.6 | 41.8 | 5.6 | -0.2 | -2.6 | 4.5 | 10.1 | 0.5
O=C(Nc1ccc(N2CCCC(O)C2)cc1)c1snc2c(=O)[nH]cnc12 (centres undefined) | -15.6 | -0.3 | 6.2 | 9.0 | 3.6 | -3.4 | 0.9 | -43.6 | -5.2 | 0.1
CCOC(=O)c1c(C)[nH]c(C)c1S(=O)(=O)N1CCN(C(=O)c2ccco2)CC1 | 3.1 | 2.3 | -4.5 | 8.0 | 7.6 | 0.2 | -1.1 | 9.7 | 2.2 | 0.1
CC1CCCC(C)N1CCNC(=O)CCn1nc(-c2ccccc2)ccc1=O (centres undefined) | -4.7 | 1.2 | 4.8 | 3.8 | -10.7 | -0.3 | 5.1 | 2.4 | -11.9 | -0.9
CN(CC(=O)Nc1cccc(F)c1)CC(=O)N(C)CC(=O)Nc1ccccc1Br | -10.2 | . | -1.0 | . | 4.6 | 3.9 | -0.4 | -5.2 | 0.3 | 0.5
O=C1c2ccccc2C(=O)N1CN(C(=O)c1ccccc1)c1ccc(O)cc1 | -1.2 | 2.1 | -12.9 | 2.7 | 4.9 | 0.7 | -15.7 | -3.1 | -4.6 | -0.7
Cc1ccc(NS(=O)(=O)c2cccc(C(=O)NCCc3c[nH]c4ccccc34)c2)c(C)c1 | 0.2 | 3.2 | -2.1 | 26.2 | -1.3 | 0.7 | 3.9 | 11.3 | -5.2 | -1.0
O=C(Nc1cccc(Cl)c1)c1cnn2cccnc12 | 1.6 | 5.5 | -0.7 | 8.3 | 3.6 | -3.0 | -4.1 | -0.6 | -10.4 | ?
Cc1ccc(Nc2nc3ccccc3n3nnnc23)cc1 | -5.8 | 4.3 | 5.7 | -12.3 | -2.5 | -5.8 | -7.5 | 0.4 | 6.9 | -0.3
COC(=O)C1=C(c2ccc(F)cc2OCc2ccccc2)C[C@@H]2CC[C@H]1N2C(=O)NCc1cccc(OC)c1 | 0.8 | . | -8.3 | . | 2.6 | 7.9 | -0.7 | 5.2 | 2.8 | 0.7
COCCN(C(=O)CCC(=O)Nc1nccs1)C(C(=O)NC(C)(C)C)c1ccc(F)cc1 (centres undefined) | 2.9 | -8.8 | -10.2 | 30.5 | 5.3 | -1.7 | -5.4 | 0.0 | -1.5 | -0.5
Cc1noc(C)c1COc1ccc(C(=O)OCC(=O)Nc2cccc(S(=O)(=O)N3CCOCC3)c2)cc1 | -0.5 | 2.8 | -12.8 | 2.9 | -1.6 | 1.2 | -15.4 | 12.2 | 15.1 | 0.4
Cc1cccc(NC(=O)C[n+]2cccc(C)c2)c1 | 14.4 | 3.4 | -1.4 | -6.4 | 7.7 | -8.6 | 1.3 | -4.7 | -1.8 | -1.5
CC(C)c1ccc(N(C(=O)CNC(=O)c2ccco2)C(C(=O)NC2CCCC2)c2ccncc2)cc1 (centres undefined) | 0.9 | -3.2 | -4.0 | 1.4 | 9.1 | 0.1 | -5.3 | -6.0 | -1.2 | 2.1
COc1ccc(-c2nc3ccccc3nc2-c2ccc(OC)c(OC)c2)cc1OC | ? | -3.9 | -4.5 | -3.5 | 4.3 | -3.2 | -16.5 | 6.7 | -0.1 | 9.0
COc1ccc(C)cc1Nc1cc(C)nc2ncnn12 | -3.0 | 0.4 | -1.9 | 11.4 | -16.9 | -4.0 | -7.8 | -4.7 | 2.3 | -0.2
CCc1cccc(NC(=O)c2cc(S(=O)(=O)N(C)C)ccc2N2CCCC2)c1 | 6.6 | 1.6 | 8.6 | 14.7 | 6.3 | -1.9 | 4.0 | 30.2* | 16.7 | -1.6
CCN(CC(=O)Nc1cc(Cl)ccc1C)C(=O)c1cc(S(=O)(=O)N2CCCCCC2)ccc1OC | 4.5 | . | -2.8 | . | -6.4 | 6.4 | -12.0 | -2.3 | 13.4 | 2.2
COc1cc(C2SCC(=O)N2CCCN(C)C)cc(OC)c1OC (centres undefined) | 7.5 | -6.2 | -6.7 | 14.6 | 3.4 | 8.3 | -18.1 | 2.3 | -5.7 | 1.0
C=C[C@]12CC[C@H](OC(C)=O)CC1=CCC1C2CC[C@@]2(C)C1CCC21OCCO1 (some centres undefined) | -5.5 | . | . | . | -5.4 | 0.9 | -8.4 | -1.3 | 11.0 | 0.8
Cc1cc(C)nc(NC(=O)Nc2ccc3c(c2)OCO3)c1 | -2.4 | 3.0 | -23.3 | 1.2 | 12.6 | 1.0 | 4.4 | -5.0 | 0.2 | 0.4
Cc1ccc(/C=C/C(=O)Nc2ccc(S(=O)(=O)Nc3ncccn3)cc2)cc1 | -2.7 | 4.1 | 9.4 | 16.5 | -12.7 | -2.2 | -6.6 | -0.5 | -2.0 | -0.9
c1ccc2c(c1)ncn2Cc1nnc2sc(-c3ccncc3)nn12 | 12.5 | -3.1 | 8.8 | -10.9 | -3.1 | -4.4 | 12.1 | -8.4 | 2.9 | 1.7
Cc1ccc(NC(=O)c2c(Cl)n(C)c3ccccc23)cc1 | -0.9 | 3.8 | -9.0 | 34.2 | -16.1 | 5.3 | -17.0 | 2.9 | 1.1 | -0.1
O=C1c2ccccc2-c2cccc(NS(=O)(=O)c3ccc(C(F)(F)F)cc3)c21 | 6.0 | -0.5 | 5.7 | 5.4 | -42.0 | 2.2 | -3.3 | -0.9 | 18.1 | 3.4
COc1ccc(CCNC(=O)c2sc3nc4n(c(=O)c3c2C)CCC4)cc1 | ? | . | 4.5 | . | 4.0 | ? | -8.7 | -1.7 | 4.6 | ?
COC(=O)C(NC(=O)c1ccccc1)(Nc1cc(C)cc(C)n1)C(F)(F)F (centres undefined) | 11.7 | -2.7 | -1.4 | -0.1 | 2.0 | 10.8 | -13.3 | 8.2 | -4.1 | 0.3
O=C(NCC(=O)N1CCN(C(=O)c2ccco2)CC1)c1cccc(Cl)c1 | 2.9 | . | 0.5 | . | 4.9 | -0.4 | -9.5 | 1.1 | 7.3 | 1.7
CCC1(c2ccc(F)cc2)NC(=O)N(CC(=O)Nc2ccc(-c3nc4ccc(C)cc4s3)cc2)C1=O (centres undefined) | 0.1 | 4.0 | -170.7 | -5.5 | -17.5 | -3.9 | -18.2 | 5.2 | -15.5 | 0.7
COc1ccc(-c2ocnc2C(=O)NCc2nn(-c3ccccc3)nc2C)cc1 | ? | 3.3 | -2.6 | 27.1 | 3.5 | -2.2 | 1.1 | -5.3 | 6.0 | -6.2
N#C/C(=C\c1ccc(O)c(Br)c1)C(=O)NCc1ccccc1 | 5.7 | 1.7 | 0.7 | -7.9 | 4.0 | 8.7 | -11.9 | -13.3 | -5.1 | -0.1
CC1(c2nnnn2Cc2ccccc2)CCC(=O)N1CC1CCCCC1 (centres undefined) | -10.0 | . | . | . | . | -4.5 | . | -1.2 | -4.6 | -0.8
Cn1c(CCNC(=O)c2ccco2)nc2cc(NC(=O)c3ccco3)ccc21 | 1.8 | -0.7 | 4.2 | 34.3 | -1.5 | -6.5 | -13.1 | -10.4 | -5.0 | 0.6
CCOc1ccccc1NC(=O)CN(c1ccc(C)cc1)S(=O)(=O)c1c(C)noc1C | -4.5 | 0.9 | -11.1 | 6.1 | -0.4 | 0.0 | -10.8 | 5.5 | 14.9 | 0.2
CC(=O)C[C@@H](O)CC(=O)[C@@H]1OC(=O)CCCCC/C=C/Cc2ccccc21 | -5.5 | . | 4.2 | . | -0.6 | 4.1 | -6.1 | -2.7 | 5.0 | 0.1
CC1CCCCC1NC(=O)CN1CCN(Cc2ccccc2Cl)C1=O (centres undefined) | 2.2 | 0.1 | 1.6 | 42.9 | 5.7 | 0.4 | 0.2 | -2.6 | 2.4 | -0.6
Cc1ccc(N2CC(C(=O)N3CCN(C(=O)c4ccco4)CC3)CC2=O)cc1 (centres undefined) | 2.7 | -0.3 | -7.0 | -13.2 | 4.3 | 3.4 | -0.3 | -1.6 | 6.5 | -0.5

A section from further up, as a working copy:
SMILES | BoNT-F LC inh | SARS 3CLpro inh | Rv3671c protease | VHR inh abs | MazF activator | Anthrax LF inh2 | SSB-PriA inh | PrPC surface inh | CCHF vOTU inh | BoNT-A LC inh2
COc1ccc(-c2ocnc2C(=O)NCc2nn(-c3ccccc3)nc2C)cc1 | ? | 3.3 | -2.6 | 27.1 | 3.5 | -2.2 | 1.1 | -5.3 | 6.0 | -6.2
N#C/C(=C\c1ccc(O)c(Br)c1)C(=O)NCc1ccccc1 | 5.7 | 1.7 | 0.7 | -7.9 | 4.0 | 8.7 | -11.9 | -13.3 | -5.1 | -0.1

Next entries.
SMILES | BoNT-F LC inh | SARS 3CLpro inh | Rv3671c protease | VHR inh abs | MazF activator | Anthrax LF inh2 | SSB-PriA inh | PrPC surface inh | CCHF vOTU inh | BoNT-A LC inh2
COc1ccc(NC(=O)CC2SC(N3CCOCC3)=NC2=O)c(OC)c1 (centres undefined) | -10.9 | . | -11.6 | . | 6.3 | -1.5 | -15.0 | -2.8 | -4.9 | -0.7
O=C(Nc1ccc(OC(F)(F)C(F)F)c(NC(=O)c2cccc(F)c2)c1)c1cccc(F)c1 | 0.8 | -0.6 | -8.3 | -5.5 | 22.1 | -2.9 | -2.1 | -4.7 | 6.4 | -0.4
CCNc1c2c(nc3ccccc13)CC(C)(C)CC2=O | 6.1 | -8.0 | 6.2 | 13.4 | -4.8 | -0.8 | 3.2 | -0.7 | 3.8 | -0.7
Cc1cccc(NC(=O)CSCC(=O)OCc2ccccn2)c1 | -5.3 | . | 2.3 | . | 0.4 | -2.7 | -4.7 | -5.4 | -0.6 | 2.9
O=[N+]([O-])c1ccc(O)c(/C=N\N=C2c3ccccc3-c3ccccc32)c1 | -7.7 | 0.2 | 1.9 | -6.7 | -11.1 | -1.9 | . | -3.1 | -4.5 | -0.2
COc1cccc(C(=O)Nn2c(C)nnc2-n2nc(C)cc2C)c1 | 10.3 | -3.2 | -0.6 | 22.0 | 8.1 | -1.7 | -6.8 | 2.4 | -3.8 | 0.4

Look-ups from the entries so far.
Under PrPC surface inh, COc1ccc(NC(=O)CC2SC(N3CCOCC3)=NC2=O)c(OC)c1 (centres undefined) reads -2.8
Under Anthrax LF inh2, O=[N+]([O-])c1ccc(O)c(/C=N\N=C2c3ccccc3-c3ccccc32)c1 reads -1.9
Under Rv3671c protease, Cc1cccc(NC(=O)CSCC(=O)OCc2ccccn2)c1 reads 2.3
Under Anthrax LF inh2, CCNc1c2c(nc3ccccc13)CC(C)(C)CC2=O reads -0.8
Under Rv3671c protease, O=C(Nc1ccc(OC(F)(F)C(F)F)c(NC(=O)c2cccc(F)c2)c1)c1cccc(F)c1 reads -8.3

Screening data as filed in PubChem BioAssay.
